SKKanGAS inh = blocks kanamycin growth of S. pyogenes SKKanGAS strain; BacTiter-Glo, 6 h; actives 1.3% (n = 300,000); inhibition, % at 7.5 µM; AID 1662;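 active means mean replicate score, as percent of positive control median, at least 50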;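 further: strain carries kanamycin resistance gene driven by streptokinase promoter and grows in 40 µg/ml kanamycin; loss of luminescence reflects streptokinase promoter inhibition or plain growth inhibition; 0% = median of DMSO wells and 100% = positive control at its reference dose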
HIF act = HIF pathway transcriptional activation; U2OS HRE-luciferase reporter, luminescence; normalized: DMSO 0%, desferrioxamine 100%; activation, % at 7.5 µM (by protocol); actives 0.32% (n = 300,000);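 active means mean activation of at least 10% of the iron chelator positive control signal, with at least half of replicates also reaching 10%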
Platelet DG rel = modulates dense granule release in human platelets | inhibition, %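 (compounds screened at 7.5 µM in platelet-rich plasma)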 | human platelet-rich plasma, SFLLRN dense granule ATP release, luminescence | actives 0.22% (n = 300,000);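 active means mean replicate score, as percent of positive control, at or above 50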
TRPC4 block = TRPC4 (mouse) channel inhibition. HEK293 TRPC4beta/mu-opioid, DAMGO-evoked Fluo4 calcium flux; stronger effect = lower value. actives 0.39% (n = 300,000). B-score at 10 µM. AID 2247;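 active means B-score over 3 SD under the library average, no early fluorescence shift, positive overall ratio signal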
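Assay system: TRPC4beta/mu-opioid receptor HEK293 cell line; compound dosing: single concentration per test compound; detection: Fluo4 Ca2+ flux fluorescence; evaluation: per-well B score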
TRPC6 inhibitor = mouse TRPC6 channel inhibition. Q61143. HEK293-TRPC6, membrane potential dye, ACh-evoked depolarization; stronger effect = lower value. B-score at 10 µM. actives 1.1% (n = 310,000). AID 2553;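 active means B-score under library mean minus 3 SD, initial fluorescence not abnormally high, positive integrated signal ratio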;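 further: B-score derived from integrated fluorescence ratio over the kinetic read; more negative B-score means stronger inhibition of depolarization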
Target sequence (Q61143 whole entry, looked up): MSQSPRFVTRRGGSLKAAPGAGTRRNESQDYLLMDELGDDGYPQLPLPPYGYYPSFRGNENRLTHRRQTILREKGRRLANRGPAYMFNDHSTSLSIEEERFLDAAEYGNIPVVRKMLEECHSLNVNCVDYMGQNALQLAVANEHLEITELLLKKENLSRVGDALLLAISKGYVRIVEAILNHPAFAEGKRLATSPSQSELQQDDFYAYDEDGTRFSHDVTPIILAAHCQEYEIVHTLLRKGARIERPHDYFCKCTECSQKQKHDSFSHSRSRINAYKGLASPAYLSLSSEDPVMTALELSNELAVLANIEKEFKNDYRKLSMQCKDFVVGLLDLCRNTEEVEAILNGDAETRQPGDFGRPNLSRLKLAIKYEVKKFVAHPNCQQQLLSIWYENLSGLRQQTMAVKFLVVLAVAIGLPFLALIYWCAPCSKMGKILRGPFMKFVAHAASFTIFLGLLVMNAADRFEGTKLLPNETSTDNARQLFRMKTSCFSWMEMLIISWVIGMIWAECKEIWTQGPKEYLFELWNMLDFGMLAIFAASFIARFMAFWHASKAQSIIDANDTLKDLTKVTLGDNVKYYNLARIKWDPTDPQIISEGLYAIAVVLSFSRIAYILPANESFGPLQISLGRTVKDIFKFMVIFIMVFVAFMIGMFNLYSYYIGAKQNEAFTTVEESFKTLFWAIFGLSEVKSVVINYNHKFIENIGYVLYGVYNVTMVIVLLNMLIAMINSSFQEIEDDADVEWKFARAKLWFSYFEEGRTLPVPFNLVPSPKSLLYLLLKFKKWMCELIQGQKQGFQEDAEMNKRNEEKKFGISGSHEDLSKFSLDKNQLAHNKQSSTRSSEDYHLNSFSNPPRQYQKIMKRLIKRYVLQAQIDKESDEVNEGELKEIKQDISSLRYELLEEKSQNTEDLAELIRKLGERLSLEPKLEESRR
MrgX1 antag = blocks BAM8-22 activation of human MrgX1 receptor; actives 1.3% (n = 310,000); Q96LB2; B-score at 10 µM; MRGX1-HEK293 calcium flux, Fluo-4, BAM8-22 antagonism; stronger effect = lower value;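 active means calcium-response B-score plate-corrected more than 3 library SD below zero, starting fluorescence within 5 deviations, no agonist response on first addition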;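 further: peak minus trough fluorescence over baseline after final BAM8-22 challenge near maximal dose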
RGS4 inh = human RGS4 inhibition; P49798; HEK293 M3R/RGS4 inducible, Fluo-4 calcium flux; stronger effect = higher value; triggered by carbachol at its EC20; B-score at 10 µM; actives 0.45% (n = 310,000); AID 463165;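 active means B-score, a plate-corrected calcium signal, over three deviations above library mean, with baseline fluorescence within five deviations of library mean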;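 further: RGS4 expression induced by doxycycline in cells with stable M3 receptor; B-score is computed from the integrated fluorescence ratio over baseline after carbachol; higher B-score means a larger calcium signal and so more RGS4 inhibition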
MrgX1 agonist = activates human MrgX1 receptor signaling; Q96LB2; MrgX1-HEK293 cells, Fluo-4 calcium fluorescence, agonist mode; stronger effect = higher value; B-score at 10 µM; actives 0.44% (n = 310,000);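 active means calcium response B-score plate-corrected fluorescence ratio at least 3 library SD, with starting fluorescence B-score inside 5 SD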
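System – MrgX1-expressing HEK293 cells · Incubation – cells plated overnight, dye loaded 0.5 h 37 °C, 0.5 h room temperature · Technique – kinetic Fluo-4 NW fluorescence of intracellular calcium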
TRPC6 activator = activators of mouse TRPC6 channel; Q61143; HEK293-TRPC6 membrane potential dye fluorescence; stronger effect = higher value; B-score at 10 µM; actives 0.13% (n = 310,000); AID 2550;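 active means B-score of the integrated fluorescence ratio above library mean plus 3 SD, and starting fluorescence ratio within library mean plus 5 SD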;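 further: higher score means more depolarization so channel activation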
RGS4 act = RGS4 potentiation or activation | HEK293 M3R/inducible RGS4, carbachol calcium flux Fluo4; stronger effect = lower value | B-score at 10 µM | actives 0.92% (n = 310,000);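 active means B-score of the integrated calcium signal more than 4 SD below the library mean, with starting fluorescence not abnormally high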;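 further: negative B-score means reduced calcium response which marks RGS4 activation or potentiation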
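Test system: HEK293 cells with stable M3R and inducible RGS4; also added: carbachol at ECmax as muscarinic agonist stimulus; schedule: dye loading 30 min 37 °C, buffer rest 30 min RT; technique: kinetic calcium fluorescence imaging with Fluo4-AM dye, 2 µM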
MrgX1 PAM = human MrgX1 positive allosteric modulation, primary screen; AID 588675; actives 0.63% (n = 310,000); B-score at 10 µM; MrgX1-HEK293, Fluo-4 calcium flux, FDSS; stronger effect = higher value;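 active means plate-corrected calcium response at least 3 library SD above typical, normal starting fluorescence, not activating the receptor alone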;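 further: compound read alongside a low EC10 to EC30 dose of BAM8-22 agonist; peak minus trough fluorescence over baseline measured at the second addition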
* marks the source's active call; other numbers are inactive results; i = inactive; / = no result given.

structure	Platelet DG rel	TRPC6 activator	MrgX1 antag	TRPC4 block	RGS4 act	MrgX1 PAM	HIF act	RGS4 inh	SKKanGAS inh	MrgX1 agonist	TRPC6 inhibitor
O=C(Nc1ccc(CN2CCOCC2)cc1)c1ccc(Br)cc1	2.4	i	i	i	i	i	3.2	i	-4.8	i	i
COc1cc(OC)c(OC)cc1CN1CCN(Cc2ccc(SC)cc2)CC1	-1.6	i	i	i	i	i	-0.2	i	-22.7	i	i
CCOc1ccc(OCc2ccc(C(=O)N3N=C(C(F)F)CC3(O)C(F)F)o2)cc1 (stereo not drawn)	3.3	i	i	i	i	i	1.3	i	0.1	i	i
O=C(O)C1=C[C@H](c2csc3ccccc23)C[C@H](OCc2ccc(CO)cc2)O1	2.1	i	i	i	i	i	1.1	i	7.8	i	i
CSc1c(C#N)c(N)c(C#N)c2c1COC(C)(C)C2	-5.1	i	i	/	i	i	0.0	5.77*	-7.6	i	i
CCc1cc2c(NCCC(=O)O)nc(C)nc2s1	-3.3	i	i	i	i	i	-0.3	i	0.8	i	i
CNC(=S)NCCc1ccccc1	-4.5	i	i	i	i	i	-0.4	i	9.3	i	i
CC(C)CC1(C)NC(=O)N(CC(=O)NC(=O)Nc2ccc3c(c2)OCCO3)C1=O (stereo not drawn)	4.8	i	i	i	i	i	-1.1	i	6.9	i	i
CCN(CC)S(=O)(=O)c1cccc(C(=O)N/N=C(\C)c2cccs2)c1	/	i	i	i	i	i	/	i	/	i	i
O=C(COc1ccccc1)Nc1nnc(S(=O)(=O)N2CCCC2)s1	-0.9	i	i	i	i	i	0.1	i	18.2	i	i
Cc1ccc(NC(=O)Nc2ccc3c(c2)OCO3)c(OC(F)F)c1	0.9	i	i	i	i	i	2.3	i	-5.0	i	i
Cc1nc2sc(C(c3cccs3)N3CC(C)CC(C)C3)c(O)n2n1 (stereo not drawn)	-10.4	i	i	i	i	i	0.4	i	6.8	i	i
COc1cccc(C(=O)NCCS(=O)(=O)NC2CCCC2)c1	8.0	i	i	i	i	i	-32.7	i	-4.0	i	i
Cc1ccccc1NC(=O)C(=O)NCCc1ccccc1	-8.0	i	i	i	i	i	1.0	i	-7.8	i	i
Cc1cc(C)c2ccc(C)[n+]([O-])c2c1O	-7.5	i	i	i	i	i	0.0	i	-7.2	i	i
O=C1c2ccccc2C(=O)N1Cc1cc(Cl)c(O)c([N+](=O)[O-])c1	-12.8	i	i	i	i	i	-34.2	i	5.3	i	i
O=C(Nc1nnc(-c2ccc(Cl)cc2)o1)NC1CCCCC1	-5.2	i	i	i	i	i	0.4	i	9.5	i	i
CCc1nnc(NC(=O)CSc2nc3cc4c(cc3cc2CC)OCCO4)s1	0.4	i	i	i	i	i	-0.2	i	2.2	i	i
COc1ccc(C(=O)NCc2nnc(SCC(=O)N3CCOCC3)o2)cc1OC	-8.2	i	i	i	i	i	0.1	i	-9.5	i	i
COc1ccc(-c2nnc(CSc3nc4ccccc4c(=O)n3CC3CCCO3)o2)cc1OC (stereo not drawn)	0.4	i	i	i	i	i	-0.1	i	-5.2	i	i
COc1ccc(CCNC(=O)CCc2cc(OC)c(OC)c(OC)c2)cc1OC	-2.7	i	i	i	i	i	0.6	i	-0.7	i	i
O=C(OC1CCN(c2ncc(C(F)(F)F)cc2Cl)CC1)c1cccc(C(F)(F)F)c1	0.1	i	i	i	i	i	0.2	i	43.0	i	i
O=C(O)Cn1nnn(-c2ccccc2)c1=S	10.9	i	i	i	i	i	-0.1	i	-3.1	i	i
COc1ccc(/C=C2\Sc3ccc(C(=O)NCC4CCCO4)cc3N(C)C2=O)cc1 (stereo not drawn)	12.5	i	i	i	i	i	-0.1	i	91.8*	i	i
Cc1cc(C(=O)O)cc(Br)c1N	-0.7	i	i	i	i	i	-0.2	i	2.3	i	i

structure	Platelet DG rel	TRPC6 activator	MrgX1 antag	TRPC4 block	RGS4 act	MrgX1 PAM	HIF act	RGS4 inh	SKKanGAS inh	MrgX1 agonist	TRPC6 inhibitor
O=C(c1ccc(NS(=O)(=O)c2ccc(F)cc2)cc1)N1CCC1	-6.3	i	i	i	i	i	0.1	i	-2.2	i	i
Cc1ccc(CN(CC(=O)NCCc2ccccc2)C(=O)c2csnn2)cc1	-1.5	i	i	i	i	i	0.1	i	-2.0	i	i
COCCN1CCN(C(=O)c2ccc3oc(CCCc4ccccc4)nc3c2)CC1	-4.8	i	i	i	i	i	2.4	i	7.2	i	i
Cc1ccn2c(CNC(C)c3cn(C)nc3C)c(C(=O)N3CCCCCC3)nc2c1 (stereo not drawn)	0.6	i	i	i	i	i	0.1	i	6.1	i	i
O=C(N/N=C/c1ccc2c(c1)OCO2)c1ccccn1	20.2	i	i	i	i	i	-1.2	i	-2.0	i	i
CCc1ccc(C2=NNC(=Nc3cccc(S(=O)(=O)N(C)C)c3)SC2)cc1	-2.6	i	i	i	i	i	0.1	i	17.8	i	i
COc1ccc(N2CC(C(=O)NCc3cccnc3)CC2=O)cc1 (stereo not drawn)	-1.9	i	i	i	i	i	0.4	i	-4.1	i	i
CC1CC(CC(=O)Nc2nc(-c3ccccc3)cs2)C(=O)O1 (stereo not drawn)	-3.0	i	i	i	i	i	0.1	i	2.9	i	i
CC1CCCCN1c1nc2nonc2nc1N1CCCCC1C (stereo not drawn)	-1.7	i	i	i	i	i	0.0	i	-13.9	i	i
COc1ccc(S(=O)(=O)N2CCc3ccccc3C2)cc1C(=O)O	0.6	i	i	i	i	i	-2.0	i	3.6	i	i
CC1(c2ccccc2)NC(=O)N(CC(=O)NCc2cccc(Cl)c2)C1=O (stereo not drawn)	2.0	i	i	i	i	i	-0.8	i	1.1	i	i
O=[N+]([O-])c1ccc(/C=N/Nc2nc3ccccc3o2)cc1	3.2	i	i	i	i	i	2.2	i	-3.9	i	i
CCOC(=O)/C(C#N)=C/C1=C(N2CCOCC2)C(C)(C)OCC1	-8.0	i	i	i	i	i	0.8	i	2.4	i	i
Cc1ccc(C)c(N2CCN(C3CCCC(C)C3)CC2)c1 (stereo not drawn)	0.4	i	i	i	i	i	-1.1	i	4.0	i	i
Cc1ccc2nc(-c3ccc4c(c3)OCCO4)cc(C(=O)O)c2c1	1.5	i	i	i	i	i	0.3	i	3.0	i	i
Cc1ccc(S(=O)(=O)Nc2cccnc2Oc2ccc(Cl)cc2)cc1	0.3	i	i	i	i	i	-0.3	i	17.7	i	i
Cc1cc(Cl)ccc1C(=O)C1CCCN(C(=O)c2cccnc2C)C1 (stereo not drawn)	-6.0	i	i	i	i	i	-0.6	i	2.9	i	i
CNC(=O)CN(c1ccc(C(C)C)cc1)S(C)(=O)=O	-4.9	i	i	i	i	i	-0.1	i	7.2	i	i
O=C(COC(=O)c1ccccc1)Nc1ccccc1N1CCOCC1	-40.1	i	i	i	i	i	-0.2	i	1.3	i	i
Cn1cc(SCC(=O)NCC2CCCO2)c2ccccc21 (stereo not drawn)	-1.9	i	i	i	i	i	-0.4	i	-3.7	i	i
CCOC(=O)/C=C/c1ccc2c(c1)S(=O)(=O)N(Cc1ccc(OC)cc1)[C@H]2CC(=O)OCC	5.4	i	i	i	i	i	-1.1	i	9.0	i	i
Cc1cccc(C(=O)N2CCCC(N3CCN(Cc4ccc5c(c4)OCO5)CC3)C2)n1 (stereo not drawn)	21.9	i	i	i	i	i	0.0	i	5.0	i	i
CC(Sc1nncs1)C(=O)NCc1ccc2c(c1)OCO2 (stereo not drawn)	3.0	i	i	i	i	i	/	i	3.7	i	i
Cc1cc(C)nc(SCC(=O)OCC(=O)Nc2ccccc2)n1	4.3	i	i	i	i	i	-1.1	i	-1.7	i	i
CCn1c(NC(=O)C(C)C)c(-c2ccccc2)c(=O)c2ccccc21	/	i	i	i	i	i	/	i	-1.8	i	i

structure	Platelet DG rel	TRPC6 activator	MrgX1 antag	TRPC4 block	RGS4 act	MrgX1 PAM	HIF act	RGS4 inh	SKKanGAS inh	MrgX1 agonist	TRPC6 inhibitor
O=C(Cn1c(=S)[nH]c2ncccc2c1=O)NCCc1ccccc1	6.2	i	i	i	i	i	-0.2	i	-4.1	i	i
CN(CCCNC(=O)c1nn(C)c2c1CS(=O)(=O)c1ccccc1-2)Cc1ccccc1	-5.3	i	i	i	i	i	1.0	i	-1.6	i	i
CC(C)c1ccc(C(=O)NC(=S)NCc2cccnc2)cc1	2.7	i	i	i	i	i	0.0	i	-13.7	i	i
CCOC(=O)c1sc(NC(=O)c2ccc(C)s2)cc1C	-0.9	i	i	i	i	i	5.3	i	8.8	i	i
CSc1nc(NCC(C)C)c2c3c(sc2n1)CN(C)CC3	0.3	i	i	i	-7.36*	i	0.5	i	1.6	i	i
COCCCN1C(=O)c2ccc(C(=O)N3CCN(c4ccccc4OC)CC3)cc2C1=O	-8.3	i	i	i	i	i	-0.1	i	-6.0	i	i
O=C(c1cc(Cl)ccc1F)N1CCCC(Nc2ccc3c(c2)OCCO3)C1 (stereo not drawn)	0.4	i	i	i	i	i	-0.1	i	11.2	i	i
CCCn1c(N)c(N(CCOC)C(=O)CSCC(=O)Nc2cccc(C)c2)c(=O)[nH]c1=O	3.8	i	i	i	i	i	-0.4	i	16.4	i	i
CN(CCC1CCOCC1)C(=O)CC1C(=O)NCCN1Cc1cccc(F)c1 (stereo not drawn)	-9.3	i	i	i	i	i	0.2	i	0.1	i	i
CCn1c(=O)c2cc(C(=O)Nc3ccccc3OC)sc2c2ccccc21	5.8	i	i	i	i	i	-0.1	i	15.4	i	i
COc1ccccc1N1C(=O)CC(Sc2ncccc2C(=O)O)C1=O (stereo not drawn)	4.4	i	i	i	i	i	0.0	i	3.1	i	i
O=C(NN=C1c2ccccc2-c2ccccc21)c1cccc(Br)c1	0.4	i	i	i	i	i	-0.1	i	71.8*	i	i
CN1CCN(CC#CCC(O)(c2ccccc2)C2CCCC2)CC1 (stereo not drawn)	6.4	i	i	i	-7.55*	i	0.3	i	6.0	i	i

Screens: PubChem BioAssay, several laboratories
